Casp6 inh = blocks human caspase-6 cleavage activity. inhibition, % at 12.5 µM. purified caspase-6, Z-VEID-R110 cleavage fluorescence. 350,000 tested, 0.53% active;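 active = mean inhibition across replicates at least about 35%, with every replicate also reaching that limit, limit read from the data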;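 note: 0% = median of neutral control wells and 100% = no fluorescence left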
Target sequence (P55212 24-179 limits assumed): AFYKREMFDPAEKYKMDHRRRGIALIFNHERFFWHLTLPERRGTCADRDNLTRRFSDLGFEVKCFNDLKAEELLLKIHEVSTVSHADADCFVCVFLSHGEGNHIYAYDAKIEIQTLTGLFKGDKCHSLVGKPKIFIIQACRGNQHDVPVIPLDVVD
Target sequence (P55212 194-293 limits assumed): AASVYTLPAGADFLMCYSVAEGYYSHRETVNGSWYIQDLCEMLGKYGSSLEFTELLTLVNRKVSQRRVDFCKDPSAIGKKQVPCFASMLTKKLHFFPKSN
FN deposition inh = fibronectin deposition inhibition; AH1F fibroblasts, Alexa488-fibronectin deposition fluorescence, overnight; inhibition, % at 12.6 µM; 350,000 tested, 0.086% active;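 active = mean inhibition across replicates of 30% or more, regardless of how many single replicates reach that level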;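 note: positive control wells lacked labelled fibronectin entirely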
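Material: AH1F fibroblast monolayer depositing Alexa488-labelled fibronectin into matrix / Amount: 10000 AH1F cells per well / Signal: fluorescence 485/525 nm / Medium: DMEM, 2% serum / Compound: single dose, pinned / Incubation: 1 h cell adhesion before compound, then overnight fibronectin incubation / Reagent: Alexa488-FN, 24 nM final / Read-out: inhibition of fibronectin deposition signal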
LGR2 antag = blocks bursicon-induced cAMP signaling via Drosophila LGR2. HEK293 LGR2, CRE-luciferase, bursicon-stimulated, 4 h. inhibition, % at 9.99 µM. 380,000 tested, 0.35% active;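 active = drop in luminescence signal, shown as inhibition above about 50% in the replicate tests, limit read from the data, passing the limit was not always enough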;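 note: agonist challenge used bursicon conditioned medium at about half maximal strength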
miR122 inh = inhibitors of miR-122 in Huh7 cells; Huh7 miR-122 Renilla luciferase sensor, 48 h; neutral wells = 0, positive control = 100; activation (reporter increase), % at 12.5 µM; 340,000 tested, 0.3% active;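 active = mean replicate activation score at least 90 and every replicate individually at or above 90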;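 note: higher luciferase means less miR-122 activity so hits act as miR-122 inhibitors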
PGC1a acetyl inh = lowers PGC1a acetylation signal in U2OS cells; AlphaScreen anti-acetyl-lysine; with virally co-expressed GCN5 acetyltransferase; inhibition, % at 15.6 µM; 350,000 tested, 0.17% active; AID 651687;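 active = every replicate shows inhibition of at least 40%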;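 note: 0% = neutral control wells and 100% = positive control wells; some results beyond the cut were filed as inactive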
EWS-Fli inh = inhibitors of EWS/Fli oncoprotein transcriptional activity. A673 NR0B1-luciferase reporter, viability-normalised. inhibition, % at 12.6 µM. 350,000 tested, 0.67% active. AID 651661;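 active = mean inhibition of at least 50% after viability correction, with every replicate also passing that limit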;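 note: firefly luciferase signal divided by Alamar Blue viability fluorescence both relative to DMSO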
Cneo AK release = Cryptococcus neoformans lysis via adenylate kinase release | lysis activity, % at 15 µM | 360,000 tested, 0.2% active | C. neoformans lysis, adenylate kinase release luminescence, 4 h; normalised: neutral wells 0, clomiphene wells 100;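 active = mean lysis activity across replicates of at least 80%, whatever share of replicates individually reach that level; inactive = mean lysis activity below 80%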
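Material: C. neoformans cells | Amount: Yeast cell density of 5 × 10^6 cells/mL | Medium: Fresh YPD growth medium | Dosing: Single dose | Times: Static 4 h at 37 °C with compound, 1 h detection | Detection: AK luminescence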
PAX8 reporter = lowers PAX8-driven luciferase in RMG-I cells | inhibition, % at 12.6 µM | AID 652154 | RMG-I TPO-luciferase reporter, SteadyGlo, 24 h | 360,000 tested, 1.2% active;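 active = mean replicate inhibition at least 60% with every replicate also reaching 60%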;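 note: luciferase light reporting Pax8 driven TPO promoter activity; plate controls were median of neutral control wells for no effect and mitoxantrone controls for full effect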
Active calls of the source: *; nt = no result given; & = joins results of further samples; [ ] = remark or other dose.

SMILES	Casp6 inh	FN deposition inh	LGR2 antag	miR122 inh	PGC1a acetyl inh	EWS-Fli inh	Cneo AK release	PAX8 reporter
CN(C)CC#Cc1ccc([C@H]2[C@H]3CN(C(=O)C4CC4)CCCCN3[C@H]2CO)cc1	1	nt	nt	-25[16.7 µM]	-3	4	-1	-19
O=C(NCc1ccccc1Cl)/C(=C\c1cccnc1)NC(=O)c1ccccc1	-3	-11	0	2	nt	-3	11	11
Cc1cc(C)n(-c2nnc(C)n2/N=C/c2ccc(O)cc2)n1	1	-6	-6	0	2	-1	nt	-11
COc1ccc(S(=O)(=O)N2CCCCCC2)cc1C(=O)Nc1ccc(C(=O)N(C)C)cc1	0	-3	9	-1	nt	4	0	13
Cc1ccc(C(=O)N2CCC(C(N)=O)CC2)cc1C	nt	-12	nt	-17	5	nt	2	-34
COc1ccc(CN2CCC(C(=O)c3cccc(Cl)c3)CC2)cc1	2	3	9	-9	-19	13	-3	51
CCOC(=O)N1CCC(N(CCOC)C(=O)Nc2ccc(Cl)cc2)CC1	-1	nt	-7	-9	5	4	0	nt
CCNC(=O)Nc1ccc2c(c1)C(=O)N(C)[C@H]1CC[C@@H](CC(=O)NCc3ccccc3F)O[C@H]1CO2	-3	-61	-6	-8[16.7 µM]	3	0	10	-11
COc1ccc(-n2nc3c(N4CCC(C(=O)N5CCCCCC5)CC4)nnc(C)c3c2C)cc1	-4	9	-8	6	-9	nt	2	33
CCC(=O)N1CC2(C1)[C@H](c1ccc(-c3ccc(F)cc3)cc1)[C@@H](CO)N2C(C)=O	0	7	-3	nt	3	2	nt	nt
Cc1ccc(S(=O)(=O)Nc2ccc3c(c2)C(=O)N([C@@H](C)CO)C[C@@H](C)[C@@H](CN(C)S(=O)(=O)c2ccccc2)O3)cc1	-3	nt	-7	16[16.7 µM]	-8	2	-3	-1
O=C(O)Cn1ncc2c1-c1ccoc1CC2	5	0	12	nt	nt	-29	9	nt
COc1cccc(-c2cnc3c(c2)C(=O)N([C@@H](C)CO)C[C@@H](C)[C@H](CN(C)CC2CCOCC2)O3)c1	1	0	-32	-3[16.7 µM]	7	-19	1	-9
CCc1cccc(NC(=O)CN(C)S(=O)(=O)c2cccs2)c1	2	7	-51	nt	-4	-30	nt	-21
C[C@@H]1CN([C@@H](C)CO)C(=O)c2cc(NS(=O)(=O)c3ccc(Cl)cc3)ccc2O[C@@H]1CN(C)S(=O)(=O)c1cccs1	3	nt	-22	2[16.7 µM]	-8	5	0	25
COc1ccc(S(=O)(=O)Nc2ccc3c(c2)C(=O)N([C@H](C)CO)C[C@H](C)[C@H](CN(C)S(=O)(=O)c2ccccc2)O3)cc1	3	nt	-4	2[16.7 µM]	6	-1	-2	1
COCC(=O)Nc1ccc2c(c1)[C@H]1C[C@@H](CC(=O)NCc3ccc(Cl)cc3)O[C@H](CO)[C@H]1O2	nt	8	-6	-2[16.7 µM]	0	1	-1	7
Cc1ccc(C(=O)CSc2ncnc3ccccc23)o1	4	-2	-23	2	-4	-90	-3	-62
Cc1ccc2nc(NC(=O)C3=NN(c4ccccc4)C(=O)CC3)sc2c1	-1	nt	-8	nt	nt	-21	nt	24
COc1ccc(NC(=O)CN2CCC(C(N)=O)(N3CCCCC3)CC2)c(OC)c1	3	-6	12	nt	9	4	nt	1
COC(=O)CCCC1=CC2=C(c3ccccc3)C(=O)C(C)(OC(=O)C3CCCC3)C(=O)C2=CN1Cc1ccco1 (stereo unspecified)	7	1	-2	2	-19	-1	-1	-16
O[C@@H]1C[C@H](c2ccc(Cl)cc2)N(CC2CCCCC2)C[C@H]1n1cc(C2CC2)nn1	0	-1	-13	3	10	7	0	-6
COc1ccccc1CNc1nc(NCc2cnc(C)cn2)c2sccc2n1	0	35*	-6	-1	nt	-7	42	1
O=c1c2oc3ccccc3c2ncn1Cc1ccc(F)cc1	1	6	7	4	0	-28	1	-17
Cc1nnc(SCC2=C(C(=O)O)N3C(=O)[C@@H](NC(=O)Cn4cnnn4)[C@H]3SC2)s1	2	nt	-10	-3&7	0&-13	6	-1&0	nt
Cc1ccc(OCCCCn2c(CO)nc3ccccc32)cc1	0	nt	8	-7	4	4	-2	-2
O=C1c2ccccc2C(=O)N1N(c1ccccc1)c1ccccc1	-1	1	1	-5	7	4	nt	8
COCCNC(=O)C1(C)CCCN(C(=O)c2ccc3c(c2)OCO3)C1 (stereo unspecified)	-2	-9	-1	nt	nt	0	10	15
COc1ccc(CN(C)C[C@@H]2Oc3ccc(NS(=O)(=O)c4ccc(C)cc4)cc3C(=O)N([C@@H](C)CO)C[C@H]2C)cc1	-1	nt	-3	-5[16.7 µM]	-23	-1	1	6
Cc1ccc(N2CC(NC(=O)N3CCN(C(=O)c4ccco4)CC3)CC2=O)cc1 (stereo unspecified)	-4	-2	8	nt	nt	2	0	-5
COc1ccc(NC(=O)Nc2ccccc2SC)c(OC)c1	0	5	6	nt	-3	-7	1	-1
CCCCc1c(O)nc(SC2CC(=O)N(c3ccc(C(=O)OCC)cc3)C2=O)[nH]c1=O (stereo unspecified)	-2	10	-2	-4	2	10	8	16
CCOc1ncccc1C(=O)OC(C)C(=O)Nc1ccc(CC)cc1 (stereo unspecified)	-3	3	-24	2	20	-7	nt	-14
O=c1oc2ccccc2c(NC2CCCCC2)c1NS(=O)(=O)c1ccc(Cl)cc1	2	-4	17	-5	nt	nt	-1	-7
CS(=O)(=O)c1ccc(NC(=O)c2ccc3c(c2)S(=O)(=O)N=C2CCCCCN23)cc1	-2	8	15	-1	-4	-8	-1	-11
Cc1cc(C)nc(SCC(=O)Nc2ncc(Cc3cccc(Cl)c3)s2)n1	1	6	-1	-1	nt	26	2	25
CCCCc1ccc(NC(=S)NCCN2CCOCC2)cc1	-8	-6	10	nt	-3	3	nt	10
N/C(=N\NC(=O)c1cccc(F)c1)c1cc2ccccc2oc1=O	13	3	-2	-5	-1	-12	-4	-8
COc1cc(SC#N)ccc1N=Cc1c(C)[nH]n(-c2ccc(C)c(C)c2)c1=O	-2	-12	nt	-1	2	11	4	33
Clc1ccccc1OCCn1nnc2ccccc21	-1	4	-29	-8	nt	-101	3	-134
Cc1ccc2nsnc2c1NC(=O)c1cccnc1Cl	1	-2	-9	3	4	-1	0	18
C[C@H](CO)N1C[C@H](C)[C@@H](CN(C)C(=O)CN2CCOCC2)Oc2ncc(C#C[C@@H](C)O)cc2C1=O	0	nt	7	-3[16.7 µM]	6	-12	-1	0
C[C@H]1CN([C@@H](C)CO)C(=O)c2cc(NC(=O)Cc3ccccc3)ccc2O[C@H]1CN(C)S(=O)(=O)c1cn(C)cn1	-1	4	-3	-7[16.7 µM]	-7	-6	-4	nt
O=C(O)C(C(=O)O)=C1C2CC3CC(C2)CC1C3	2	-4	-1	-6	3	0	nt	-6
COc1ccc(OC)c(C(=O)COC(=O)CNC(=O)c2ccccc2)c1	-1	-21	1	nt	nt	5	nt	-15
CCc1ccccc1NC(=O)CSc1nnc(C2CC2)n1CC1CCCO1 (stereo unspecified)	-4	-15	24	-2	1	-4	-1	8
COc1ccccc1NC(=O)COC(=O)CCC(=O)c1cccs1	1	-9	1	7	nt	5	1	13
COc1ccc(N2C(=O)CC(NNC(=O)c3cccnc3)C2=O)cc1 (stereo unspecified)	2	9	-13	6	-1	4	-1	-5
CC(=O)Nc1cccc(NC(=O)c2c(-c3ccccc3Cl)noc2C)c1	nt	nt	9	-7	-2	nt	0	nt
O=C(NCCc1ccccc1)c1ccc(NC(=O)C2CCC2)cc1	0	nt	-47	-1	1	-50	-2	-106
COc1ccccc1CNC(=O)CS(=O)(=O)c1ccc(C)cc1	-9	nt	-8	nt	nt	3	-2	4
O=C(Nc1ccccc1F)c1ccc(CN2CCN(c3ccccc3)CC2)cc1	1	7	-17	-2	0	1	0	-22
O=C(CCl)Nc1ccccc1Sc1ccc(Cl)cc1	nt	-4	nt	9	13	nt	-4	nt
CCN(CC)C(=O)C1=C(C)N(Cc2ccc(C(C)(C)C)cc2)C(=O)C(CC(=O)NCC2CCCCC2)C1 (stereo unspecified)	10	4	11	-4	-9	19	1	39
CCCC(=O)Nc1ccc2c(c1)OC[C@H](C)N(CCC(F)(F)F)C[C@H](C)[C@@H](OC)CN(C)C2=O	15	5	9	nt	3	-2	nt	-31
Cc1ccc(N(C(=O)CNC(=O)c2ccco2)C(C(=O)NC2CCCCC2)c2cccnc2)cc1C (stereo unspecified)	2	1	-4	-6	1	3	2	-7
CC(=O)c1cccc(N(C(=O)c2ccco2)C(C(=O)NC2CCCC2)c2ccc(N3CCOCC3)cc2)c1 (stereo unspecified)	2	4	4	nt	2	10	nt	-7
CC1CCN(CCCNC(=O)COc2cc(=O)n(C)c3ccccc23)CC1	78*	-2	-2	-5	30	nt	nt	nt
COc1cccc(/C=N/NC(=S)NC2CC3CCC2C3)c1OC (stereo unspecified)	-3	12	-4	nt	11	-4	nt	3
Cc1ccc(S(=O)(=O)NC[C@H]2CC[C@@H]3[C@@H](CN3Cc3ccccc3C(=O)O)O2)cc1	3	nt	nt	nt	-6	4	nt	-21

Reprinted from the part before: three entries; new compounds follow.
SMILES	Casp6 inh	FN deposition inh	LGR2 antag	miR122 inh	PGC1a acetyl inh	EWS-Fli inh	Cneo AK release	PAX8 reporter
CC1CCN(CCCNC(=O)COc2cc(=O)n(C)c3ccccc23)CC1	78*	-2	-2	-5	30	nt	nt	nt
COc1cccc(/C=N/NC(=S)NC2CC3CCC2C3)c1OC (stereo unspecified)	-3	12	-4	nt	11	-4	nt	3
Cc1ccc(S(=O)(=O)NC[C@H]2CC[C@@H]3[C@@H](CN3Cc3ccccc3C(=O)O)O2)cc1	3	nt	nt	nt	-6	4	nt	-21
Cc1onc(-c2ccccc2)c1C(=O)NC(C)c1ccc2c(c1)OCO2 (stereo unspecified)	4	3	4	1	0	-12	-1	-7
Cc1ccc(C)c(N2CC(O)(c3cccs3)[N+]3=C2CCCC3)c1 (stereo unspecified)	-4	nt	11	nt	-1	6	nt	6
Cc1ccc(C(NC(=O)C2CCN(CCOc3ccc(Cl)cc3Cl)CC2)c2ccccn2)cc1 (stereo unspecified)	4	3	12	-11	12	2	-3	nt
COC(=O)C1=CN(C(C)C)C=C(C(=O)OC)C1c1cc2c(cc1Br)OCO2	nt	13	nt	-4	-5	nt	0	5
O=C(COC(=O)CC1CCCC1)Nc1ccc(Cl)cn1	0	0	-4	2	1	3	1	4
O=C1CCC/C(=N\NC(=O)NC2CCCCC2)C1	0	-9	0	nt	nt	2	nt	-17
O=C(Nc1ccccc1F)N1[C@@H](CO)[C@@H]2c3ccccc3NC[C@@H]21	0	nt	4	-25[16.7 µM]	-3	-21	0	-37
Oc1cccc(/C=N/Nc2nn3cnnc3c3ccccc23)c1	4	-2	17	-8	-2	-5	-2	-12
Cc1ccc(CNC(=O)CN(C)C2=NS(=O)(=O)c3ccccc32)cc1	3	0	9	nt	-13	9	nt	19
C[C@@H]1CN([C@H](C)CO)C(=O)Cc2cc(NS(C)(=O)=O)ccc2O[C@H]1CN(C)C(=O)Nc1cccc2ccccc12	0	nt	3	-4[16.7 µM]	0	nt	-3	30
C[C@H]1CN([C@@H](C)CO)C(=O)c2cc(N(C)C)ccc2O[C@@H]1CN(C)Cc1ccncc1	-2	1	-15	-4[16.7 µM]	11	-3	55	-11
